SMN2 splice up: increases expression of the SMN2 splice variant; 2.8% of 210,000 active; Potency, µM (doses to about 46.1 µM), for inactives: at the top dose activity change, positive = activation, hits mostly activators; HEK293 SMN2-luciferase splicing reporter, luminescence, 30-36 h; further: % of control where 0% means no effect; nearly all actives have a fitted effect of over 55% in size
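HEK293 cells carry an SMN2 […]–luciferase reporter in which exon 7 inclusion puts luciferase in frame. Cells were plated 10-12 h before compound addition, then incubated 30-36 h at 37C. ONE-Glo luminescence was read; sodium butyrate at 4.5 mM final served as control.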
Epigenetic reg: derepresses silenced GFP reporter in murine cells; murine LDR cells, GFP reporter derepression, 30 h; Potency, µM (titrated, usually from 53.9 µM), without a hit: top-dose GFP activation, actives largely listed as activators; 0.2% of 280,000 active; further: % of control where 0% means no effect; nearly all actives have a fitted effect of over 60% in size
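Murine LDR cells bearing a silenced CMV-driven GFP reporter were exposed to compound for 30 h at 37 C. After PBS washes, GFP-positive cells (20-120 um objects) counted by laser-scanning microplate cytometry.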
An asterisk follows results filed as active; ? = inconclusive; [ ] = another dose, or the depositor's remark. The call rests on the fitted dose curve; in most records, active means well fitted curve in the direction sought with a large enough effect; inconclusive means small, poorly fitted or top-dose-only effect, or another doubt; inactive means no such curve, though single readings can be large; an effect the other way counts as inactive or inconclusive. Potency means the concentration at half of the fitted maximal effect. Some of the compounds tested, so the mix of outcomes need not match the whole.

Fields – SMN2 splice up | Epigenetic reg
> COc1cc(C2c3c(-c4c(C)cc(C)cc4O)n[nH]c3C(=O)N2CCCOC(C)C)cc(OC)c1OC (stereo not drawn)
  -9.4% | 6.2%
> CCOc1ccc(Nc2oc(/C=C/c3ccc(OC)c(OC)c3)nc2C#N)cc1
  3.9% | 31.6µM*
> CCCS(=O)(=O)c1c(Nc2ccccc2C)sc(C(=O)c2ccccc2)c1N
  -28.1% | 1.1%
> CCOc1ccc(-n2c(-c3ccc(Br)cc3)cc3c2CC(C)(C)CC3=O)cc1
  -2.4% | 0.0%
> Cc1cc(C)c2c(=O)cc(C(=O)Nc3c(C)n(C)n(-c4ccccc4)c3=O)oc2c1
  15.8% | -1.9%
> Cn1c(C(=O)NCc2ccc(F)cc2)cc2c(=O)n(C)c3ccccc3c21
  -0.5% | 0.0%
> Cc1cc(NS(=O)(=O)c2ccc(NC(=O)c3ccccc3C)cc2)nc(C)n1
  -6.2% | -1.0%
> Cc1ccc(Cn2c(=O)n(CCCCC(=O)NCCc3ccc(Cl)cc3)c(=O)c3ccccc32)cc1
  -7.6% | -1.8%
> CCCCOC(=O)/C(C#N)=C/c1ccc(-c2ccc(Br)cc2)o1
  3.3% | -0.8%
> COc1ccc(C2=Nc3ccc(C)cc3NC(c3ccc(Cl)cc3)=N2)cc1
  21.4% | -2.5%
> O=C(NCC12CC3CC(CC(C3)C1)C2)c1cc2nc(-c3ccc(Cl)cc3)cc(C(F)(F)F)n2n1
  -4.5% | -1.1%
> COc1ccc2c(c1)c(=O)c(C(=O)c1ccc(F)cc1)cn2CC(=O)Nc1ccc2c(c1)OCO2
  2.7% | 10.1%
> CCN(CC)C(=O)c1ccc2c(c1)N(Cc1ccccc1F)C(=O)c1ccccc1S2=O (stereo not drawn)
  -28.0% | -1.1%
> COc1ccc(N(C(=O)c2ccccc2F)S(=O)(=O)c2ccc3c(c2)n(C)c(=O)n3C)cc1
  5.0% | -0.9%
> Cc1cccc(N2CCN(Cc3cc(=O)oc4cc(C)ccc34)CC2C)c1 (stereo not drawn)
  19.1% | -4.3%
> Fc1ccc2c(c1)NC(c1ccncc1)=NC(c1cccs1)=N2
  2.7% | 3.0%
> COCCn1cc(C(=O)NCCCOC(C)C)c2c3ccccc3n(C)c2c1=O
  -11.6% | -1.8%
> CCN(CC)C(=O)Cn1c(=O)n(CCCCCC(=O)NCc2ccccc2)c(=O)c2sccc21
  0.4% | -0.1%
> COc1ccc(CCNc2nc(-c3ccc(Cl)cc3)cc(C(F)(F)F)n2)cc1OC
  -7.6% | -1.3%
> COc1ccc(CCNC(=O)Cc2c(C)c3c(cc(C)c4c(C)coc43)oc2=O)cc1OC
  -6.5% | -2.7%
> CCOc1ccc(N(C(=O)c2ccc(OC)cc2)S(=O)(=O)c2ccc3c(c2)n(C)c(=O)n3C)cc1
  -7.6% | -0.9%
> CCOc1ccc(Nc2nc3ccccc3c3nnc(CC)n23)cc1
  -12.9% | 1.1%
> Cc1[nH]c2ccccc2c1SCCNC(=O)c1ccccc1F
  -40.5%[inhibitor] | -0.9%
> O=C1c2[nH]nc(-c3ccccc3O)c2C(c2ccc(Cl)cc2)N1Cc1ccco1 (stereo not drawn)
  3.9% | -1.9%
> COC(=O)c1cc(Cl)ccc1NC(=O)Cn1c(C)cc(C)c(C#N)c1=O
  1.7% | 3.5%
> O=C(c1ccc(Cl)cc1)n1nc(-c2cccnc2)nc1NCc1ccc(F)cc1
  1.5% | -1.9%
> CCc1ccccc1NC(=O)Cn1nc(C(F)(F)F)c2c1CCCC2
  0.6% | 0.0%
> CCCCN(C)CCCNC(=O)c1cc(-c2ccc(Br)s2)nc2ccccc12
  7.2% | -0.9%
> COc1cc(OC)c(NC(=O)c2ccc3c(Cl)c4c(nc3c2)CCCC4)cc1Cl
  -4.0% | -1.1%
> COc1ccc(CCNC(=O)c2ccc3c(c2)CCN3S(C)(=O)=O)cc1
  2.7% | 0.9%
> COc1cc2c(=O)n(Cc3ccco3)c(=O)n(CC(=O)Nc3ccc(F)cc3)c2cc1OC
  -2.9% | 5.9%
> COCCCNC(=O)c1ccc(Cn2c(=O)c3ccccc3n(Cc3c(C)cc(C)cc3C)c2=O)cc1
  -1.2% | -1.8%
> CC(C)(C)c1ccc(C(=O)Nc2nc3nc(-c4ccccc4)cc(=O)n3[nH]2)cc1
  -5.4% | 7.4%
> Cc1ccc(Cn2c(=O)n(Cc3ccc(Cl)cc3)c(=O)c3cccnc32)cc1
  -1.7% | 0.0%
> Cc1ccc(S(=O)(=O)NCCSc2nnnn2-c2ccc(Cl)c(C(=O)O)c2)cc1
  -11.4% | -0.2%
> COC(=O)CNC(c1ccccc1)c1cc(Br)ccc1NC(=O)c1ccc(Cl)cc1 (stereo not drawn)
  -1.2% | -1.6%
> COc1ccc(CN2COc3ccc4c(-c5ccccc5)cc(=O)oc4c3C2)cc1OC
  32.7% | -1.0%
> Cc1ccc(C2=Nc3ccccc3NC(c3ccncc3)=N2)cc1
  -0.3% | -3.7%
> O=C(Cn1ncc2c3ccccc3n(Cc3ccccc3F)c2c1=O)NC1CCCCCC1
  -8.7% | 1.6%
> CCOc1ccc(NC(=O)C2CCCN(c3nnc(-n4c(C)ccc4C)s3)C2)cc1 (stereo not drawn)
  -10.7% | 1.2%

Records listed so far that bear a hit mark in Epigenetic reg.
Fields – SMN2 splice up | Epigenetic reg
> CCOc1ccc(Nc2oc(/C=C/c3ccc(OC)c(OC)c3)nc2C#N)cc1
  3.9% | 31.6µM*

Full records, quoted from the list:
O=C(Cn1ncc2c3ccccc3n(Cc3ccccc3F)c2c1=O)NC1CCCCCC1 across the screens: SMN2 splice up: -8.7%; Epigenetic reg: 1.6%
COc1cc(OC)c(NC(=O)c2ccc3c(Cl)c4c(nc3c2)CCCC4)cc1Cl across the screens: SMN2 splice up: -4.0%; Epigenetic reg: -1.1%

Next section:
Fields – SMN2 splice up | Epigenetic reg
> COc1ccccc1C(=O)Nc1c(C(=O)Nc2cc(Cl)ccc2C)sc2nc(C)cc(C)c12
  6.6% | -0.2%
> CCn1c(=O)cc(SCC(=O)NCc2ccc(F)cc2Cl)c2ccccc21
  1.7% | -1.1%
> COc1ccc(N2CCN(C(=O)c3ccc4nc(N5CCC(C)CC5)sc4c3)CC2)cc1
  5.9% | -2.3%
> COC(=O)Cc1c(C)c2ccc3c(c2oc1=O)CN(Cc1ccc(C)cc1)CO3
  17.2% | 0.0%
> COc1cc2c(cc1OC)C(COc1ccc3c(C)cc(=O)oc3c1)N(C(=O)C(C)C)CC2 (stereo not drawn)
  5.8% | -1.3%
> CCOC(=O)c1ccc(NC(=O)CS(=O)(=O)Cc2nc(-c3ccc(C)cc3)oc2C)cc1
  -7.2% | 6.7%
> COc1ccccc1C(=O)NCCn1cc(SCc2ccccc2Cl)c2ccccc21
  -39.6%[inhibitor] | -1.1%
> CCc1ccccc1N(CC)C(=O)Cn1nc(Cc2ccncc2)c2ccccc2c1=O
  1.8% | 4.1%
> Cc1ccc(O)c(C2=Nc3ccccc3N=C(c3cccc(F)c3)C2)c1
  ? | 5.6%
> Cc1ccc2oc(-c3ccc(C)c(NC(=O)C(C)(C)Oc4ccc(Cl)cc4)c3)nc2c1
  ? | -1.1%
> COc1ccc(-c2noc(CSc3nnc(C)n3-c3ccc(F)cc3)n2)cc1
  -9.7% | -1.9%
> Cc1nnc(NC(=O)c2nc(S(=O)(=O)Cc3ccccc3)ncc2Cl)s1
  3.7% | -2.6%
> COc1ccc(S(=O)(=O)N(CC(=O)Nc2cccnc2)c2ccc(C)cc2)cc1OC
  -4.3% | -0.8%
> O=C(Nc1ccc(Cl)cc1F)c1cnc2sc(N3CCOCC3)nn2c1=O
  24.4% | 0.8%
> CCN(C(=O)c1sc2cc(OC)ccc2c1Cl)c1ccccc1
  -48.3%[inhibitor] | 0.0%
> Cc1ccc(-n2c(=O)c3c4c(sc3n(CC(=O)Nc3cccc(Cl)c3)c2=O)CCCCC4)cc1C
  -8.2% | -0.9%
> CCN1CCN(CCCNC(=O)c2cc3c(s2)-c2ccccc2OC3)CC1
  -9.0% | 0.0%
> COC(=O)c1cc2occc2n1CC(=O)Nc1ccc(N(C)C)cc1
  -2.6% | 0.0%
> Cc1coc2c(C)c3oc(=O)c(CCC(=O)NCCc4ccccc4)c(C)c3cc12
  3.3% | -0.2%
> O=C(NCCn1cc(SCc2ccc(F)cc2)c2ccccc21)c1cccs1
  -33.9%[inhibitor] | -1.1%
> CC(=O)N1CCc2c(sc3c2c(=O)n(-c2ccc(C)cc2)c(=O)n3Cc2ccccc2C)C1
  15.1% | 0.0%
> COc1ccc(NS(=O)(=O)c2ccc3c(c2)n(C)c(=O)c(=O)n3C)cc1Cl
  -20.0% | 4.9%
> CCOc1ccc(N2CC(c3nc4ccccc4n3CCOc3ccccc3OC)CC2=O)cc1 (stereo not drawn)
  -18.3% | -1.9%
> CCOC(=O)c1ccc(NC(=O)CC2C(=O)N(c3ccccc3)C(=O)N2Cc2cccs2)cc1 (stereo not drawn)
  10.9% | -0.3%
> CCOc1ccc(C(=O)Nc2ccc3c(c2)OCCO3)cc1Br
  15.8µM* | -0.8%
> CCOC(=O)c1sc(NC(=O)c2cc(-c3ccc(F)cc3)on2)c(C(=O)OCC)c1C
  4.3% | -1.8%
> CC(C)c1ccc(Nc2c(-c3ccccn3)nc3ccccn23)cc1
  -4.6% | -1.9%
> CCOCCCNC(=O)C(c1ccccc1)N(Cc1ccc2c(c1)OCO2)C(=O)c1ccc(NC(C)=O)cc1 (stereo not drawn)
  5.0% | -1.0%
> CCOc1ccc(NS(=O)(=O)c2ccc3c(c2)CCN3C(C)=O)cc1
  -0.5% | 10.3%
> Cc1ccc(CN2CCSc3ccc(C(=O)N4CCN(c5cccc(C)c5C)CC4)cc32)cc1
  -21.4% | 4.7%
> Cc1cc(C)c2oc(-c3cccc(NC(=O)c4ccc(-c5cccc([N+](=O)[O-])c5)o4)c3)nc2c1
  8.7% | 1.9%
> COc1ccc(-c2[nH]ncc2C(=O)NCc2ccccc2OC)cc1
  10.0% | 0.0%
> CCN(CC)C(=O)c1cc(-c2ccc(Cl)cc2)on1
  10µM* | -1.8%
> COc1cccc(-c2nc(CS(=O)(=O)CC(=O)Nc3cccc(C(C)=O)c3)c(C)o2)c1
  -37.9%[inhibitor] | -1.1%
> Cc1ccc(-c2nc(S(=O)(=O)c3ccccc3)c(N3CCN(c4ccccc4)CC3)o2)cc1
  -0.8% | 5.1%
> CCc1nn(CC(=O)NCCOC)c(=O)c2cc3cc(F)ccc3n12
  -4.5% | 0.0%
> COc1ccc(-c2[nH]ncc2C(=O)NCc2ccc(F)cc2)cc1
  -9.7% | 0.0%
> Cn1nc(-c2ccccc2)c(-c2ccccc2)c(C(=O)Nc2ccc(S(N)(=O)=O)cc2)c1=O
  8.8% | -1.7%
> CCOC(=O)c1ccc(NC(=O)C2CCCN(c3cnccn3)C2)cc1 (stereo not drawn)
  12.6% | -1.9%
> CCc1ccc(NC(=O)C2CCN(c3cc(C)nc4c(-c5ccc(Cl)cc5)c(C)nn34)CC2)cc1
  -1.4% | 0.8%
> Cc1cccc(C)c1NC(=O)c1nc(SC(C)C)ncc1Cl
  -6.7% | -0.4%
> Cn1c(=O)c(C(=O)O)nn(-c2ccccc2)c1=O
  17.2% | -0.6%
> CCCCN(CCCC)CCCNC(=O)c1ccc2nc(N3CCCCC3)sc2c1
  15.0% | 2.7%
> CCc1nn(CC(=O)NCCc2ccc(Cl)cc2)c(=O)c2cc3c(OC)cccc3n12
  -2.4% | -1.6%
> CCCCCn1c(=O)[nH]c2cc(C(=O)Nc3cc(C)cc(C)c3)ccc2c1=O
  -0.4% | -0.4%
> Cc1ccc(S(=O)(=O)c2c(Nc3cc(F)ccc3F)sc(C(=O)c3ccc(F)cc3)c2N)cc1
  -9.0% | -0.9%
> Cn1c(=O)[nH]c(=O)c2c1nc(NCCO)n2CC(O)COc1ccccc1 (stereo not drawn)
  0.0% | -0.8%
> Cc1ccc(C)c(CSc2cn(CCNC(=O)c3ccccc3F)c3ccccc23)c1
  -41.8%[inhibitor] | -1.1%
> COc1ccccc1C(=O)Nc1ccc(S(=O)(=O)Nc2nc(C)cc(C)n2)cc1
  -3.9% | -1.0%
> Cc1cc2nc(-c3cccc(NC(=O)CSc4ccc(Cl)cc4)c3)oc2cc1C
  1.4% | 1.1%
> CCOc1ccc(C2CC(=O)c3c([nH]c(C(=O)OCC4CCCCC4)c3C)C2)cc1 (stereo not drawn)
  -10.1% | 1.1%
> O=C(NCCc1ccccc1)c1nn(-c2ccccc2Cl)nc1CO
  -38.3%[inhibitor] | 5.9%
> Cc1ccc(Cc2cnc(NC(=O)C3Cc4ccc(C)cc4C(=O)O3)s2)cc1 (stereo not drawn)
  1.5% | -0.1%
> CCC(=O)N1CCc2cc(S(=O)(=O)CCC(=O)N3CCN(c4cc(C)ccc4C)CC3)ccc21
  -15.7% | 1.5%
> Cc1ccc(C2c3c(-c4ccccc4O)n[nH]c3C(=O)N2CCc2ccccc2)cc1 (stereo not drawn)
  -114.3%[inhibitor] | 9.3%
> COc1ccc(NC(=O)Cn2nnnc2-c2ccccc2F)c(C)c1
  3.0% | 1.0%
> COc1ccc(C2C=C(c3ccc(Cl)cc3)Nc3nc(-c4ccc(Cl)cc4)nn32)cc1 (stereo not drawn)
  1.0% | 1.8%
> CCOc1ccccc1CNCCSc1nnnn1C
  7.7% | 0.0%
> Cc1cc(=O)n2nc(N3CCC(C(=O)Nc4ccc(C(C)C)cc4)CC3)sc2n1
  -8.1% | 0.0%

Assay outcomes (PubChem BioAssay)
